# SIAE primary: blocks human sialic acid acetylesterase; inhibition, % at 9.66 µM; SIAE FP-Rh probe binding, fluorescence polarization; actives 0.69% (n = 370,000);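 active = inhibition above a cutoff: mean of compounds within the control limits plus 3 SD of those, cut at about 17% in these data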;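 also: 0% = plate median of compound wells and 100% = probe without SIAE protein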
# mABHD4 FP: ABHD4 (mouse) inhibition, primary FP screen; Q8VD66; purified mABHD4, FP-Rh probe fluorescence polarization; inhibition, % at 8.92 µM; actives 0.54% (n = 370,000);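 active = inhibition exceeding the mean over every tested compound plus 3 SD, cut at about 30% in these data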;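 also: 0% = plate median of compound wells and 100% = S159A mutant with DMSO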
#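 Assay system: wild-type mouse ABHD4 protein; compound: single nominal dose of 8.92 µM, 0.89% DMSO final; schedule: 45 min + 60 min at 25 °C; measured by: FP readout, ex 525 nm / em 598 nm; evaluation: % inhibition of FP-Rh probe binding versus controls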
# NR1D1 modulator: modulators of human Rev-erb alpha DNA binding | P20393 | Rev-erbα–FITC-DNA binding, fluorescence polarization, 90 min | activity, % at 10 µM | actives 0.79% (n = 370,000);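 active = activity above about 14%, limit read from the data; passing the limit was not always enough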;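 also: 0% = DMSO wells with 35 nM protein and 100% = DMSO wells with 750 nM protein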
# Target sequence (P20393 whole entry, looked up): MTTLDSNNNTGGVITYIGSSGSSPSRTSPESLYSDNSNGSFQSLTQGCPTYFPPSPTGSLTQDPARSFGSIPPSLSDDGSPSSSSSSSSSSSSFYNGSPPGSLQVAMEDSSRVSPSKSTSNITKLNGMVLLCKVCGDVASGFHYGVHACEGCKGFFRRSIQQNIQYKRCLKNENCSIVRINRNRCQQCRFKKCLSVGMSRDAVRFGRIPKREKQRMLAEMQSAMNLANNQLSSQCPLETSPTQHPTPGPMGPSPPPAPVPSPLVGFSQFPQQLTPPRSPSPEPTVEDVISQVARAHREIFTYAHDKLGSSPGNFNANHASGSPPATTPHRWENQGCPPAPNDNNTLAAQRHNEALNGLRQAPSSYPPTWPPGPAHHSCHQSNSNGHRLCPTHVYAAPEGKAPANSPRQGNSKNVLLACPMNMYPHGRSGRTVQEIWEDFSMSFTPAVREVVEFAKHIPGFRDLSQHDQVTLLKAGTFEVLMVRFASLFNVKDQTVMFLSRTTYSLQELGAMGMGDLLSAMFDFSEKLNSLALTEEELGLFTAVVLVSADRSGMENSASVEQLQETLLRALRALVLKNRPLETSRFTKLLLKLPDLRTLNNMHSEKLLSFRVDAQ
# rCAG binder: molecules binding r(CAG) RNA repeats | r(CAG) RNA repeat, TO-PRO-1 dye displacement fluorescence | inhibition, % at 3 µM | actives 1.3% (n = 370,000);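 active = inhibition above the plate cutoff, the mean of all test compounds on that plate plus 3 SD, cut at about 35% in these data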;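 also: 0% = DMSO alone and 100% = 100 µM mitoxantrone as full dye displacement; higher means more dye released from RNA so lower well fluorescence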
# PRMT1 inh: blocks human protein arginine methyltransferase 1 | recombinant PRMT1, activity-based probe fluorescence polarization | Q99873 | inhibition, % at 2.79 µM | actives 1.3% (n = 370,000);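 active = inhibition above about 21% made by adding two undisclosed values, limit read from the data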
# PG9 Ab binder: binds the HIV-1 gp120 antibody PG9; TR-FRET gp120-PG9 antibody binding; inhibition, % at 6.7 µM; actives 0.43% (n = 360,000); AID 624416; in the data active = inhibition above about 8.5%
# HTRA1 inhibitor: blocks human HTRA1 serine peptidase | Q92743 | recombinant HTRA1, FP-rhodamine activity-based probe, fluorescence polarization | inhibition, % at 5.96 µM | actives 0.5% (n = 340,000); in the data active = inhibition above about 36%;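 also: 0% = enzyme with DMSO and 100% = wells lacking enzyme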
# TCR CD3 inh: human TCR-CD3 binding inhibition | TAMRA-labeled TCR probe fluorescence, biochemical | inhibition, % at 9.4 µM | actives 0.37% (n = 360,000); in the data active = inhibition above about 19%;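 also: recombinant mutant TCR 2C K166C tagged with TAMRA read by polarization; 0% = receptor in buffer alone and 100% = receptor with positive control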
# LEDGF integ inh: blocks HIV-1 LEDGF/p75-dependent DNA integration; TR-FRET IN-LEDGF/p75 DNA integration, Eu/Cy5; AID 743269; inhibition, % at 3.7 µM; actives 0.64% (n = 370,000);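 active = inhibition above the screen-wide mean plus 3 SD, cut at about 13% in these data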;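 also: signal is the Cy5 over europium emission ratio at 671 and 618 nm; 0% = plate median of compound wells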
# TDP2 inh: blocks human TDP2 phosphodiesterase activity. O95551. recombinant TDP2, T5PNP hydrolysis, p-nitrophenol absorbance 415 nm. inhibition, % at 12.8 µM. actives 0.34% (n = 370,000). AID 720702;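 active = inhibition above the mean of all tested compounds plus 3 SD, set per campaign, cut at about 25% in these data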;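 also: 0% = DMSO with enzyme and 100% = buffer with substrate but no TDP2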
# Target sequence (O95551 whole entry, looked up): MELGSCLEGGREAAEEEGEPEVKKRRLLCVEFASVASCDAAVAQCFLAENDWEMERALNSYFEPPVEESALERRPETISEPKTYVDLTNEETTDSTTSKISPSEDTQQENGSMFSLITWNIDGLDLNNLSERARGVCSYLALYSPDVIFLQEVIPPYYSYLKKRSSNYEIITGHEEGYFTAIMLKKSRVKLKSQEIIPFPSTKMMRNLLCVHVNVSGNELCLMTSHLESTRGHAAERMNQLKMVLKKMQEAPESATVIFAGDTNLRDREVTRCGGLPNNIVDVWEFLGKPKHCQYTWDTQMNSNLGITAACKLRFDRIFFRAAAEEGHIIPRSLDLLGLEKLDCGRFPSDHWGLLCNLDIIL
#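 System – recombinant human TDP2 · Amount – 120 nM TDP2 per well · Buffer or medium – Mg2+-containing Tris-HCl buffer, pH 7.5 · Reagent – T5PNP substrate, 5 mM · Dosing – 12.8 µM single point, 1% DMSO · Incubation – 2 h at 37 °C · Measured by – epi absorbance · Read-out basis – percent inhibition · Benchmarks – high control without enzyme, low control DMSO plus TDP2 · Repeats – singlicate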
# Active calls of the source: *; nt = no result given.
structure | SIAE primary | mABHD4 FP | NR1D1 modulator | rCAG binder | PRMT1 inh | PG9 Ab binder | HTRA1 inhibitor | TCR CD3 inh | LEDGF integ inh | TDP2 inh
CC(=O)N/C(=N/c1nc(C)cc(C)n1)Nc1ccc(NC(C)=O)cc1 | 0 | 7 | -2 | -3 | -3 | -1.4 | 7 | 6 | 3 | 2
CCNC(=O)NC(=O)COC(=O)CCc1nc(=O)c2ccccc2n1C | 5 | -2 | -4 | 0 | -3 | 1.1 | 0 | 6 | 0 | 11
CC(OC(=O)Cc1ccccc1F)C(=O)Nc1ccc(Cl)cn1 (stereo not given) | 3 | -1 | 0 | -4 | -4 | -0.7 | 16 | 7 | 6 | 1
COc1ccc(C(C)(O)c2nc(-c3ccccc3C)cs2)cc1 (stereo not given) | 2 | -6 | 9 | -1 | 4 | -2.2 | nt | 3 | 0 | -1
COc1ccc(N(CC(=O)N/N=C/c2cccc3c2OCCO3)S(=O)(=O)c2ccc(NC(C)=O)cc2)cc1 | -92 | -32 | 8 | 14 | 0 | 0.0 | -63 | 9 | -2 | 6
COc1ccc(C2=NN(C(=O)c3ccccc3)C(c3ccc(OC)c(OC)c3)C2)c(OC(C)=O)c1 (stereo not given) | -3 | -7 | -5 | 3 | -1 | 0.5 | 2 | 6 | 2 | 12
CCOC(=O)c1cc2occc2n1CC(=O)NC1CCCCC1C (stereo not given) | -4 | -1 | 1 | -5 | 4 | 2.3 | -3 | -8 | -1 | -4
CCN(CC)c1ncnc2ccc(Br)cc12 | 1 | -4 | 8 | -2 | 2 | 7.0 | 2 | -2 | 4 | 2
C#CCCOC(=O)N1C2=NC(C(=O)OC)=C(C(=O)OC)[C@@H]3N(CC=C)c4ccccc4[C@]23C[C@H]1C(=O)OC | 5 | 3 | 3 | -3 | -3 | -1.2 | -3 | -2 | 0 | 4
CC(=O)Oc1ccc(C2C3=C(CC(C)(C)CC3=O)Nc3cc4c(cc32)OCCO4)cc1 (stereo not given) | 6 | 1 | 0 | -2 | -4 | 0.2 | 0 | -5 | 2 | 16
COc1ccc(C(CNc2ncnc3sccc23)N(C)C)cc1OC (stereo not given) | 4 | 6 | -1 | 5 | -5 | -0.3 | 4 | 0 | 1 | 24
O=c1c(-c2ccccc2)c(O)c2c(n1-c1ccccc1)CCCC2 | 2 | 11 | -3 | -2 | 6 | -0.4 | 6 | 2 | -3 | -7
CCOc1ccccc1CNC(=O)CCNS(=O)(=O)c1ccc2[nH]c(=O)oc2c1 | -6 | 1 | -3 | 7 | -2 | -1.3 | 4 | 9 | -2 | -12
CC(C)N1C(=O)S/C(=C\c2ccc(-c3ccc(Cl)c(C(=O)O)c3)o2)C1=O | -4 | 26 | 8 | 51* | 52* | -1.9 | -17 | -3 | 37* | -14
CCOP(=O)(CN(CC)C(=O)c1ccccc1Br)OCC | 6 | -7 | -2 | -2 | 1 | 0.1 | 8 | 5 | -2 | 4

# The closing four compounds of the part above lead into the next:
structure | SIAE primary | mABHD4 FP | NR1D1 modulator | rCAG binder | PRMT1 inh | PG9 Ab binder | HTRA1 inhibitor | TCR CD3 inh | LEDGF integ inh | TDP2 inh
O=c1c(-c2ccccc2)c(O)c2c(n1-c1ccccc1)CCCC2 | 2 | 11 | -3 | -2 | 6 | -0.4 | 6 | 2 | -3 | -7
CCOc1ccccc1CNC(=O)CCNS(=O)(=O)c1ccc2[nH]c(=O)oc2c1 | -6 | 1 | -3 | 7 | -2 | -1.3 | 4 | 9 | -2 | -12
CC(C)N1C(=O)S/C(=C\c2ccc(-c3ccc(Cl)c(C(=O)O)c3)o2)C1=O | -4 | 26 | 8 | 51* | 52* | -1.9 | -17 | -3 | 37* | -14
CCOP(=O)(CN(CC)C(=O)c1ccccc1Br)OCC | 6 | -7 | -2 | -2 | 1 | 0.1 | 8 | 5 | -2 | 4
Cc1cn([C@H]2C[C@H](O)[C@@H](CCC(=O)NCCc3ccc4ccccc4c3)O2)c(=O)[nH]c1=O | -3 | 3 | -7 | 3 | -4 | 0.8 | nt | 4 | 3 | 11
O=C(O)c1cccc(Oc2ncnc3sc4c(c23)CCCC4)c1 | -4 | -4 | -2 | 9 | 5 | 3.7 | -5 | -7 | -4 | 6
O=C(CSc1nc2ccccc2o1)c1ccccc1 | -3 | 7 | 4 | 1 | 0 | -2.3 | -7 | 6 | 0 | 3
CCc1c(C)nc(SCC(=O)N2CC(C)OC(C)C2)[nH]c1=O (stereo not given) | 8 | 8 | 3 | 0 | 1 | -0.2 | 4 | -7 | -1 | -1
Cc1ccc(C)c(S(=O)(=O)Nc2ccc(C(=O)NCC(c3ccco3)N(C)C)cc2)c1 (stereo not given) | 3 | 2 | 0 | -2 | 1 | -1.4 | -2 | 4 | 1 | -10
COc1cccc(/C=C/C(=O)Nc2ccc3nc4n(c(=O)c3c2)CCCC4)c1OC | -17 | -8 | 1 | 2 | 2 | -0.9 | -15 | -3 | -1 | 2
O=C(CNC(=O)c1ccc(Br)o1)Nc1ccc(N2CCCCCC2)cc1 | 0 | 15 | -4 | -1 | -3 | -5.3 | 5 | 1 | -5 | -4
CCc1ccccc1NC(=O)Nc1ccsc1C(=O)OC | -1 | -7 | 4 | -5 | 5 | -1.7 | -12 | -5 | -6 | -8
CN(C)CCCN(C(=O)c1ccc(S(=O)(=O)N2CCc3ccccc3C2)cc1)c1nc2c(F)cccc2s1 | -5 | 15 | -5 | -1 | 0 | -1.1 | -3 | 9 | 1 | 8
CC(OC(=O)c1cccnc1Cl)C(=O)Nc1ccc2c(c1)OCO2 (stereo not given) | -2 | 0 | 0 | 3 | -1 | -0.4 | 18 | 2 | 1 | 4
Cc1cc(C)cc(N2C(=O)C3C4C=CC(C4)C3C2=O)c1 (stereo not given) | 19* | 2 | 1 | 0 | -1 | -2.0 | -2 | 2 | -1 | -9
Cc1ccc(C(=O)NC2CCCC2)cc1S(=O)(=O)N1CCCCC1 | 2 | -4 | -5 | -5 | -6 | -2.3 | 3 | 9 | 0 | -11
Fc1ccccc1COc1ccccc1/C=N/Nc1nc(N2CCCC2)nc(N2CCCC2)n1 | 5 | -5 | -2 | 6 | -3 | 0.5 | 0 | 5 | -1 | 12
O=C(Cc1ccc(F)cc1)N1CCOCC1 | -7 | -2 | -4 | -1 | -6 | -1.4 | 6 | -2 | 4 | -6
CC(C)(C)c1ccc(OCCN2CCCC2)cc1 | 0 | 9 | -7 | -3 | -1 | 0.2 | -1 | 3 | 0 | -3

# Next part; it opens with the seven that closed the last part.
structure | SIAE primary | mABHD4 FP | NR1D1 modulator | rCAG binder | PRMT1 inh | PG9 Ab binder | HTRA1 inhibitor | TCR CD3 inh | LEDGF integ inh | TDP2 inh
CN(C)CCCN(C(=O)c1ccc(S(=O)(=O)N2CCc3ccccc3C2)cc1)c1nc2c(F)cccc2s1 | -5 | 15 | -5 | -1 | 0 | -1.1 | -3 | 9 | 1 | 8
CC(OC(=O)c1cccnc1Cl)C(=O)Nc1ccc2c(c1)OCO2 (stereo not given) | -2 | 0 | 0 | 3 | -1 | -0.4 | 18 | 2 | 1 | 4
Cc1cc(C)cc(N2C(=O)C3C4C=CC(C4)C3C2=O)c1 (stereo not given) | 19* | 2 | 1 | 0 | -1 | -2.0 | -2 | 2 | -1 | -9
Cc1ccc(C(=O)NC2CCCC2)cc1S(=O)(=O)N1CCCCC1 | 2 | -4 | -5 | -5 | -6 | -2.3 | 3 | 9 | 0 | -11
Fc1ccccc1COc1ccccc1/C=N/Nc1nc(N2CCCC2)nc(N2CCCC2)n1 | 5 | -5 | -2 | 6 | -3 | 0.5 | 0 | 5 | -1 | 12
O=C(Cc1ccc(F)cc1)N1CCOCC1 | -7 | -2 | -4 | -1 | -6 | -1.4 | 6 | -2 | 4 | -6
CC(C)(C)c1ccc(OCCN2CCCC2)cc1 | 0 | 9 | -7 | -3 | -1 | 0.2 | -1 | 3 | 0 | -3
CCCCc1cc(=O)oc2cc(OCC(=O)N(CC)CC)ccc12 | 6 | 2 | 2 | -7 | -1 | -1.4 | 2 | -1 | 0 | 1
O=c1cc(-c2ccccc2)[nH]n2cnnc12 | 5 | -2 | 1 | -4 | 4 | 0.6 | 8 | 9 | -1 | -3
Cc1ccccc1-c1nc(NCC2CC2)nc2ccsc12 | 5 | 3 | -3 | 3 | 3 | 2.1 | nt | -1 | -2 | -5
CC(=O)c1cccc(Nc2cc(C)nc3c(C)cc(C)cc23)c1 | -6 | 8 | -3 | 4 | 1 | -1.1 | -16 | -2 | 0 | 3
C=C1CC2(CC(c3ccccc3)OC(c3ccccc3)C2)OC1=O (stereo not given) | 0 | -16 | 1 | 0 | 0 | 0.8 | -32 | -14 | 2 | -12
CC(=O)c1c(C)oc2ccc(OCc3ccccc3)cc12 | -3 | -9 | 3 | 0 | -1 | 1.7 | -20 | 5 | 6 | -5
O=C(/C=C/c1ccco1)Nc1nc(-c2ccccn2)cs1 | 0 | 1 | -10 | 17 | 23* | 0.6 | 11 | 0 | 16* | -3
O=C(NC(=S)Nc1ccccc1[N+](=O)[O-])c1ccccc1 | -1 | 1 | 2 | -1 | -4 | -0.2 | -3 | 2 | -3 | -6
O=C(CSc1cn(CC(=O)N2CCOCC2)c2ccccc12)N1CCOCC1 | -1 | -2 | 2 | 2 | 3 | -1.7 | -3 | 7 | 4 | -6
O=C(Oc1ccc(-c2cnc3ccccc3n2)cc1)c1ccco1 | -3 | -11 | -6 | 1 | 6 | 0.0 | -10 | -1 | -1 | -5
Cc1cc(C)nc(N/N=C/c2cc(C)n(CC(F)(F)F)c2C)n1 | 2 | -4 | -5 | -5 | 2 | -5.2 | 1 | -13 | 3 | 2
O=c1[nH]c(C2CCCN(S(=O)(=O)c3ccc(F)cc3)C2)nc2c1nnn2Cc1ccc(F)cc1 (stereo not given) | -4 | 6 | -5 | 1 | -3 | -1.3 | -4 | 2 | 2 | -10
CN1CCN(S(=O)(=O)c2ccc(Oc3ccc(F)cc3Br)nc2)CC1 | 5 | 0 | -2 | -9 | -1 | 0.2 | -1 | 8 | 1 | 13
O=[N+]([O-])c1ccc(Cl)c(/C=N/N2CCN(c3ccccc3)CC2)c1 | 11 | -7 | 3 | -3 | 1 | -1.2 | 4 | 11 | -2 | -4
Cc1ccc(CNC(=O)Nc2nnc([C@H]3C[C@H](O)[C@@H](CO)O3)s2)cc1 | 7 | 3 | 0 | 6 | -1 | -0.2 | nt | 5 | 5 | -2

# Assay outcomes (PubChem)

# Some of the compounds tested. The share of hits here may be higher or lower than overall.
